Screens as filed in PubChem.
telomere uncapping = survival after telomere uncapping, modulators, primary screen, cell-based (AID 1259312). fold change at 10 µM. hit rate 4.5% among 4,500. HCT116 + Ad-hTR-mut, survival, MTT, 5 d; active compounds read high;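 active = cell survival measured by absorbance rises more than 2.5-fold over infected cells without compound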;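 note: virus expresses mutant telomerase RNA that uncaps telomeres and kills cells; compound added 2 days after infection so exposure lasts 3 days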
The depositor's hits bear a star.

SMILES	telomere uncapping
CN[C@@H]1[C@H](O)[C@H](NC)[C@H]2O[C@@]3(O)C(=O)C[C@@H](C)O[C@H]3O[C@@H]2[C@H]1O	-1.8

This is a subset; rates above refer to the full screens.
